# Source: PubChem BioAssay
# ROMK mod: ROMK potassium channel modulators, primary screen, cell-based, thallium flux, MLSMR library; ATP-sensitive inward rectifier potassium channel 1 (Homo sapiens), P48048; Tet-inducible ROMK, thallium flux fluorescence; actives lie on both sides; B-score at 10 µM; 130,000 compounds, 2% hits; AID 1918, 2009;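 active means signal ratio slope over the read window, or its plate-corrected B-score, at least 3 SD from the plate mean, either direction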;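 further: B-score of the F/F0 ratio slope over 7 to 12 s after thallium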
# Target sequence (P48048 whole entry, looked up): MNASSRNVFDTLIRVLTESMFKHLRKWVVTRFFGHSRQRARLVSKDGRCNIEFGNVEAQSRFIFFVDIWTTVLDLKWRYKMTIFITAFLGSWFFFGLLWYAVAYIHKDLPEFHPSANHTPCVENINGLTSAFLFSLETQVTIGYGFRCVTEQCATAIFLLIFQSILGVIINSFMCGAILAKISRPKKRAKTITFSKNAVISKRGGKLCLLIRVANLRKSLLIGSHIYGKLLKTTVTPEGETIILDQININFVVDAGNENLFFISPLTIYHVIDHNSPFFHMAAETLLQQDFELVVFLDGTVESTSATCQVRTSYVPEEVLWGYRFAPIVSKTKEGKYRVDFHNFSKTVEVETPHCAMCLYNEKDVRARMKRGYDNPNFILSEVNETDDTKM
# RAM network inh: inhibitors of the yeast RAM network, primary screen, dse1pr::URA3 reporter, 5-FOA selection | S. cerevisiae dse1pr::URA3 reporter, 5-FOA growth OD615, 2 d; analog-sensitive cbk1-as2 kinase mutant strain | 190,000 compounds, 1.8% hits | AID 868, 2007 | inhibition, % at 50 µM;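 active means inhibition above a set limit, 3 SD over mean compound inhibition, cut at about 8.4% in these data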;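 further: 0% = DMSO-only wells with no growth and 100% = 10 µM 1-NA-PP1 full growth; inhibition rescues growth on 5-FOA so higher OD means more RAM inhibition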
# TR-FRET SRC-2 ct: TR-FRET signal artefacts, primary screen, artefact control for PPARgamma SRC-2 agonist project, biochemical; 200,000 compounds, 0.4% hits; AID 1049, 2008; TR-FRET artefact counter-screen; hits give high values; TR-FRET ratio at 8 µM; in the data active means TR-FRET ratio above about 2000; further: inactives centre near 1500
# PPARg SRC-1 ag: PPARgamma agonists recruiting SRC-1 coactivator, primary screen, biochemical | Peroxisome proliferator-activated receptor gamma (Homo sapiens), P37231 | PPARgamma-SRC-1 coactivator recruitment biochemical assay | activation, % at 8 µM | 200,000 compounds, 0.41% hits; in the data active means activation above about 19%;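 further: 0% = DMSO and 100% = reference agonist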
# Lmaj promast: Leishmania major promastigote growth inhibition, primary screen. Leishmania major promastigotes, resazurin fluorescence viability. inhibition, % at 10 µM. 200,000 compounds, 9% hits. AID 1063, 2008; in the data active means inhibition above about 50%;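 further: promastigotes grown with compound for 44 hours at 28 °C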
# DTT redox prof: compounds producing H2O2 with reducing agent – biochemical, NIH compound library profiling, artefact control for MLSCN library redox annotation, primary screen; DTT-dependent redox cycling H2O2, phenol red/HRP absorbance; 100% = 100 µM peroxide control, 0% = buffer; activation, % at 10 µM; 200,000 compounds, 0.03% hits;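 active means activation of at least 50% relative to the plate's high and low controls in the primary single-dose screen; inactive means activation below 50%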;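 further: compound incubated with DTT at 0.8 mM final as the reducing agent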
# PPARg SRC-2 ag: agonists of PPARg-SRC-2 recruitment, primary screen, biochemical, HTS; Peroxisome proliferator-activated receptor gamma (Homo sapiens), P37231; PPARgamma LBD-SRC-2 recruitment; activation, % at 8 µM; 200,000 compounds, 0.34% hits; AID 1032, 2008; in the data active means activation above about 22%;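 further: 0% = vehicle and 100% = reference agonist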
# HMGR II inh: inhibitors of E. faecalis class II HMGR, primary screen, biochemical, Enterococcus faecalis. HMG-CoA reductase (Enterococcus faecalis, mvaE). purified E. faecalis HMGR, NADPH absorbance 340 nm kinetic. inhibition, % at 10 µM. 190,000 compounds, 0.41% hits. AID 1066, 2008;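 active means inhibition above a set limit, the median over all tested compounds plus 3 SD, cut at about 9.5% in these data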;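 further: enzyme runs in reverse so mevalonate oxidation gives rising NADPH absorbance; 0% = complete reaction with DMSO and 100% = background rate lacking mevalonate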
# bIAP inhibitor: bovine intestinal alkaline phosphatase inhibitors, primary screen, selectivity assay for TNAP inhibitor project, biochemical, bovine IAP, CDP-star luminescence. alkaline phosphatase, intestinal [Bos taurus]. purified bovine IAP, 30 min. inhibition, % at 20 µM. 190,000 tested, under 10 active;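 active means over 50% inhibition of intestinal alkaline phosphatase at 20 µM in the single-dose screen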
#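 Assay system – bovine IAP enzyme · Quantity – bovine IAP at 1/65,000,000 final dilution · Detection – CDP-star luminescence signal · Times – 30 min reaction at room temperature · Also added – CDP-star substrate at 30 µM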
# PPARg SRC-3 ag: PPARgamma agonists recruiting SRC-3 coactivator, primary screen, biochemical; Peroxisome proliferator-activated receptor gamma (Homo sapiens), P37231; biochemical PPARgamma/SRC-3 coactivator recruitment assay; activation, % at 8 µM; 200,000 compounds, 0.26% hits; AID 731, 2007; in the data active means activation above about 23%;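 further: 0% = DMSO and 100% = reference agonist; some compounds past the cut are filed as inactive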
# S1P3 antagonist: S1P3 receptor antagonists, primary screen, cell-based. Sphingosine 1-phosphate receptor 3 (Homo sapiens), Q99500. CHO S1P3 NFAT-BLA reporter, FRET fluorescence, antagonist mode. inhibition, % at 4.98 µM. 170,000 compounds, 0.27% hits. AID 485, 2006;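 active means inhibition above the plate cutoff, the mean inhibition of test wells on that plate plus 3 SD, cut at about 28% in these data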;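 further: cells challenged with S1P at its EC80 of 0.8 µM; blue over green emission ratio from cleaved BLA substrate after 4 h stimulation; 0% = S1P-stimulated wells and 100% = unstimulated DMSO-only wells; some compounds past the cut are filed as inactive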
# Target sequence (Q99500 whole entry, looked up): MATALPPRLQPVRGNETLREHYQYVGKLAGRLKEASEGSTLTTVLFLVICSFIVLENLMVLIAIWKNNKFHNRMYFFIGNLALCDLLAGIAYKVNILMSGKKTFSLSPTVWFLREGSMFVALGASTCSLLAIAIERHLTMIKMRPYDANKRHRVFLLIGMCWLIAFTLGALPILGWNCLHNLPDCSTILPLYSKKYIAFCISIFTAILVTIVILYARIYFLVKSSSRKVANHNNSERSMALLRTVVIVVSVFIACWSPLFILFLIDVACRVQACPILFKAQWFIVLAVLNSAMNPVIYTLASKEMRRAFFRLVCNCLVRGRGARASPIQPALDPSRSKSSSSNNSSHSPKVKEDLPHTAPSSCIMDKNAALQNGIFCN
# * = called active by the depositor; . = no result given.
molecule,ROMK mod,RAM network inh,TR-FRET SRC-2 ct,PPARg SRC-1 ag,Lmaj promast,DTT redox prof,PPARg SRC-2 ag,HMGR II inh,bIAP inhibitor,PPARg SRC-3 ag,S1P3 antagonist
COCCn1c(SC(C)C(=O)Nc2ncc(Cl)cc2Cl)nc2ccccc21 (centres undefined),0.64,0.9,1643,4,3,0.3,13,-3,7,4,.
CC(C)Oc1ccc(C(=O)NC(C)(C)CO)cc1,.,0.5,1471,5,-4,0.3,6,2,11,5,.
O=C(NCc1nnc(SCC(=O)N2CCOCC2)o1)c1c(F)cccc1Cl,0.31,1.0,1504,9,-6,0.2,7,-5,-6,-1,-10
CCCN1CCN(CCCNC(=O)Cn2cc3c(n2)CCCC3)CC1,.,-0.6,1575,4,-5,0.5,-2,-12,8,1,-26
CCN1CCn2c3c(c4cc(Br)ccc42)CCCC31 (centres undefined),.,.,1610,-3,32,1.4,-2,.,.,-10,24
CCn1c(=O)cc(OCC(=O)NCc2cccs2)c2ccccc21,.,1.7,1534,4,1,-0.9,1,-7,14,7,-23
CCOc1ccc(N=C(NC#N)SCC(=O)NC2CC2)cc1,-0.19,0.3,1622,6,8,0.9,12,-2,15,2,.
CC(=O)c1cccc(N=Nc2c(C)[nH]c3ccccc23)c1,.,3.7,1634,6,20,-0.4,-9,-4,-2,7,9
CCC(C)NC(=O)CN1C(=O)NC2(CCc3ccccc3C2)C1=O (centres undefined),1.4,1.9,1632,-2,-2,-2.1,1,-2,-18,3,-7
O=c1/c(=C/c2cn(-c3ccccc3)nc2-c2ccc(F)cc2)sc2nc3ccccc3n12,.,1.4,1513,0,-3,-3.2,-1,0,9,10,.
CCOC(=O)N1CCC(Nc2c(-c3ccc(C)c(C)c3)c(=O)c2=O)CC1,0.62,4.1,1376,5,2,1.8,-1,6,0,1,19
N#Cc1nc(-c2ccco2)oc1NCc1ccc(F)cc1,0.013,3.9,1455,-3,4,0.1,-1,-6,23,2,34
CCCCC(=O)N(Cc1nc2sc(C)c(C)c2c(=O)[nH]1)C1CCCC1,-0.96,0.5,1418,-1,2,-0.3,0,3,-5,5,-2
CCN1CCCc2cc(CN(CCN3CCOCC3)C(=S)Nc3cccc(C)c3)ccc21,1.9,-0.3,1460,9,4,-0.1,0,0,-6,0,-16
COc1ccccc1C(=O)C1CCCN(C(=O)c2ccc3c(c2)OCCO3)C1 (centres undefined),0.67,0.6,1478,-4,-8,-0.1,2,0,9,2,-11
Cc1ccc(N2CCN(c3cc(C)nc4nc(C)nn34)CC2)c(C)c1,-0.48,-0.8,1380,-2,-3,0.3,-7,-3,19,-4,-16
CC(=O)c1sc(NC(=O)c2ccc(F)cc2)nc1-c1ccccc1,0.37,4.8,1581,1,10,-0.5,3,-2,-10,1,-3
CCCCC(=O)Nc1ccc(N2CCN(C(=O)CC)CC2)cc1,.,2.8,1391,6,-1,2.9,-12,-2,5,-8,-6
Cc1cc(C)c2nc(SC3CCOC3=O)cc(C)c2c1 (centres undefined),0.1,3.7,1884,11,-3,-1.2,5,-7,-14,-3,-6
COc1ccc(/C=C/C(=O)Nc2nc(C)cc(C)n2)cc1OC,.,1.1,1674,-2,-2,1.9,7,-1,3,-3,.
CSc1ncc(C(C)=O)c(C)n1,-0.21,0.2,1515,-1,-2,-1.1,2,-3,-4,3,-15
CC(C)OC(=O)c1cc(NC(=O)C2C3CCC(O3)C2C(=O)O)cc(C(=O)OC(C)C)c1 (centres undefined),.,1.5,1247,0,16,2.1,-7,0,1,13,-12
COc1ccc(C)cc1-n1nnnc1SCC1CCCCO1 (centres undefined),.,-1.7,1237,0,-1,1.2,-2,-5,-15,-5,11
COc1ccccc1NC(=O)NC1(C(=O)N2CCCCCC2)CCCCC1,.,3.5,1462,-2,7,0.9,0,-4,-6,-16,.
CC(C)C(NS(=O)(=O)c1ccc2c(c1)OCCCO2)C(=O)O (centres undefined),.,1.4,1374,-5,-6,0.2,-7,-1,-4,1,-10
O=C1CCCCCN1C(=O)c1cccc(C(=O)N2CCCCCC2=O)c1,.,1.4,1648,4,-3,-0.9,-6,0,1,0,8
O=C(O)CCC(=O)OCC1CCCO1 (centres undefined),.,3.4,1677,2,-8,1.5,-2,-6,14,11,20
CCNc1nc(NCC)nc(C(=O)NN)n1,0.91,-0.2,1590,-2,-6,-0.6,-10,7,17,-6,.
Cc1ccc(NS(=O)(=O)c2cn(C)cn2)cc1,.,0.6,1528,6,-8,1.6,9,-6,0,16,-63
O=C1C2C3C=CC(C3)C2C(=O)N1/N=C/c1ccc(-c2ccccc2[N+](=O)[O-])o1 (centres undefined),0.05,0.4,1460,-5,-3,-0.2,0,-3,-14,-3,-4
O=c1c2[nH]c3ccccc3c2ncn1CCN1CCNCC1,.,0.0,1673,2,-2,0.8,6,-1,1,8,-4
Cn1nnnc1SCC(=O)N1c2ccccc2Sc2ccccc21,0.42,0.7,1308,-1,2,0.5,4,-7,-1,3,8
Cc1ccc(NS(=O)(=O)c2cc(C(=O)NCCSC3CCCCC3)ccc2C)cc1,.,4.5,1688,18,79*,-0.6,1,4,9,6,.
COc1ccc(N)cc1-n1c(C)ccc1C,-0.94,1.2,1554,-8,-4,-0.6,6,-4,4,6,-13
Cc1cc(C)c2c(N)c(C(=O)N3CCN(c4ncccn4)CC3)sc2n1,.,0.1,1282,-7,-10,3.2,-8,2,-11,3,-50
Cc1ccc(C)c(N2CCN(C(=S)Nc3ccc4nc(N5CCOCC5)cc(C)c4c3)CC2)c1,-0.12,1.6,1716,9,-1,-0.6,2,1,-4,2,14
COc1ccc(-c2ccc3ccccc3n2)cc1,-0.19,0.4,1563,-6,1,-0.2,0,0,10,5,-5
COc1ccc(S(=O)(=O)N2Cc3ccccc3CC2C(=O)Nc2nccs2)cc1OC (centres undefined),.,1.5,1572,-1,8,4.0,3,0,0,-8,-2
CCCn1c(-c2ccc(OC)cc2)nc2nc3ccccc3nc21,.,0.5,1422,2,5,0.0,-5,-4,2,10,4
Cc1cc(C)nc(NS(=O)(=O)c2ccc(Br)s2)c1,.,-0.9,1474,2,8,-1.1,9,3,3,1,-36
COc1ccc(N(CCCN2C(=O)c3cccc4cccc(c34)C2=O)C(=O)c2cccc(OC)c2)cc1,.,2.4,1646,11,48,0.0,12,-1,18,0,-6
COc1ccc(CCCc2nnc(SCC(=O)Nc3nc(C)cs3)n2C)cc1,.,3.1,1479,10,3,1.9,14,4,13,0,-13
COc1ccc(C2=C(O)C(C)N(c3ccccc3)C2=N)cc1OC (centres undefined),0.0037,-0.1,1608,-2,-1,0.0,7,-4,2,-19,1
Cc1ccc(Oc2c(C(N)=O)cc([N+](=O)[O-])cc2[N+](=O)[O-])cc1,-2.3*,1.4,1535,-2,17,5.1,-9,3,13,-4,6
CSc1ccc(CNc2nnnn2C)cc1,-0.32,0.2,1505,9,-6,0.1,1,-4,-6,4,1
Cc1ccc[n+](C2C(c3ccc([N+](=O)[O-])cc3)C(C#N)=C([S-])NC2(O)C2CC2)c1 (centres undefined),.,1.3,1527,6,2,-0.1,4,2,-2,1,-9
COc1ccc(-c2nnc(SCC(=O)NCC3CCCO3)n2C)cc1 (centres undefined),1.6,0.2,1586,5,-7,1.2,-3,-4,4,1,-3
CN(C)c1oc(-c2ccccc2Cl)nc1S(=O)(=O)c1ccccc1,.,1.0,1561,3,18,-1.4,10,-2,6,-1,9
COc1ccc(NCc2ccc3c(c2)OCO3)cc1Cl,.,2.1,1530,3,84*,-1.8,-2,-1,.,5,-50
O=C(c1ccc(Cl)cc1)c1oc2ccccc2c1CS(=O)(=O)c1ccccc1,.,1.6,1519,4,5,-2.7,12,-5,14,10,.

# Next section
molecule,ROMK mod,RAM network inh,TR-FRET SRC-2 ct,PPARg SRC-1 ag,Lmaj promast,DTT redox prof,PPARg SRC-2 ag,HMGR II inh,bIAP inhibitor,PPARg SRC-3 ag,S1P3 antagonist
CC(=O)c1cccc(NC(=O)COC(=O)C2=COCCO2)c1,0.092,0.1,1524,0,-11,-1.8,-1,-1,-7,2,-3
CCOC(=O)CSc1nc2cc(C)ccc2cc1C#N,0.73,6.6,1672,8,7,-2.9,-3,-1,-2,-1,-4
O=C(CSc1ncnc2[nH]ncc12)Nc1nc(-c2ccc(F)c(F)c2)cs1,-1.2,1.4,1539,6,14,0.4,4,8,-13,5,19
CCOC(=O)c1ccc2c(c1)nc(SCC(=O)c1ccco1)n2CC,.,2.5,1656,-4,7,1.5,11,-3,-3,7,3
Cc1cc(C)n2nc(SCN3C(=O)c4ccccc4C3=O)nc2n1,.,0.1,1489,0,-2,-0.2,7,-1,-2,10,16
CCOC(=O)C1CCCN(C2CC(=O)N(c3ccccc3)C2=O)C1 (centres undefined),2,1.8,1550,1,23,-1.1,1,-3,6,3,4
Cc1ccc(-c2ccc(/C=N/NC(=O)CN3CCCC3)o2)cc1Cl,.,0.7,1550,5,16,0.2,1,0,-4,3,.
Oc1ccc(/C=N/NC(=S)Nc2cccnc2)cc1O,0.44,-0.3,1607,0,0,.,9,3,-18,6,-15
Cc1ccc(C(=O)Nc2ccon2)cc1S(=O)(=O)N1CCCC1,-0.81,0.9,1462,5,2,0.3,2,0,14,10,.
COc1ccc(Cl)cc1NC(=S)Nc1ccc(Cl)cn1,1.2,3.4,1455,-6,6,-0.9,-6,1,15,-7,-6
O=C(CC1C(=O)NCCN1Cc1ccc(-c2ccccc2)cc1)NCCCn1cccn1 (centres undefined),-1.2,-1.0,1566,-1,-8,0.4,-1,2,-10,-1,-9
c1cc(Nc2ncnc3sccc23)cc(-c2nnc3n2CCCCC3)c1,-1.6,-0.5,1608,4,9,0.0,4,-3,-16,-10,-33
COc1ccccc1N1CCN(CC(=O)N2N=CCC2c2ccccc2)CC1 (centres undefined),0.06,0.6,1541,1,12,-0.4,-8,-6,2,4,2
COc1cc(SC)ccc1C(=O)N(C)Cc1ccccc1,.,0.3,1655,8,0,-7.7,-4,-6,-3,2,.
